Screens from PubChem.
G9a block = inhibitors of human histone lysine methyltransferase G9a; G9a H3K9 monomethylation, AlphaScreen, 2 h; Potency, µM (highest dose often 102 µM), for inactives: top-dose activity, negative = inhibition, most hits filed as inhibitors; 8.8% of 350,000 active; further: on the % scale 0 is the no-effect control and ±100 the full control effect; nearly all actives have a fitted effect of over 75% in size
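G9a (20 nM) was preincubated 15 min with compound, then reacted 2 h at room temperature with 500 nM biotin-H3K9 peptide and 20 µM SAM. Monomethyl-H3K9 detected by AlphaScreen using anti-H3K9me1 antibody.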
APEX1 inh = APE1 (human) endonuclease inhibition. P27695. recombinant APE1, TAMRA/BHQ-2 abasic DNA cleavage fluorescence. Potency, µM (doses to about 65.8 µM), for inactives: at the highest dose activity change, negative = inhibition, usual class: inhibitors. 0.35% of 350,000 active. AID 2517;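 further: plate controls were vehicle for no effect and reference inhibitor for full effect; nearly all actives have a fitted effect of over 55% in size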
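Step 1: APE1 (0.75 nM) with compound, 15 min RT. Step 2: add 50 nM fluorophore/quencher THF duplex. Step 3: three fluorescence reads 60 s apart (525/598 nm); read 3 minus read 1 = reaction progress.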
POLK inh = DNA polymerase kappa (human) inhibition | Q9UBT6 | purified Pol kappa, fluorescent DNA synthesis assay, 10 min | Potency, µM (highest dose often 107 µM), inactives show at the top dose activity, negative = inhibition, most hits filed as inhibitors | 0.53% of 400,000 active; further: on the % scale 0 is the no-effect control and ±100 the full control effect
Target sequence (Q9UBT6 whole entry, looked up): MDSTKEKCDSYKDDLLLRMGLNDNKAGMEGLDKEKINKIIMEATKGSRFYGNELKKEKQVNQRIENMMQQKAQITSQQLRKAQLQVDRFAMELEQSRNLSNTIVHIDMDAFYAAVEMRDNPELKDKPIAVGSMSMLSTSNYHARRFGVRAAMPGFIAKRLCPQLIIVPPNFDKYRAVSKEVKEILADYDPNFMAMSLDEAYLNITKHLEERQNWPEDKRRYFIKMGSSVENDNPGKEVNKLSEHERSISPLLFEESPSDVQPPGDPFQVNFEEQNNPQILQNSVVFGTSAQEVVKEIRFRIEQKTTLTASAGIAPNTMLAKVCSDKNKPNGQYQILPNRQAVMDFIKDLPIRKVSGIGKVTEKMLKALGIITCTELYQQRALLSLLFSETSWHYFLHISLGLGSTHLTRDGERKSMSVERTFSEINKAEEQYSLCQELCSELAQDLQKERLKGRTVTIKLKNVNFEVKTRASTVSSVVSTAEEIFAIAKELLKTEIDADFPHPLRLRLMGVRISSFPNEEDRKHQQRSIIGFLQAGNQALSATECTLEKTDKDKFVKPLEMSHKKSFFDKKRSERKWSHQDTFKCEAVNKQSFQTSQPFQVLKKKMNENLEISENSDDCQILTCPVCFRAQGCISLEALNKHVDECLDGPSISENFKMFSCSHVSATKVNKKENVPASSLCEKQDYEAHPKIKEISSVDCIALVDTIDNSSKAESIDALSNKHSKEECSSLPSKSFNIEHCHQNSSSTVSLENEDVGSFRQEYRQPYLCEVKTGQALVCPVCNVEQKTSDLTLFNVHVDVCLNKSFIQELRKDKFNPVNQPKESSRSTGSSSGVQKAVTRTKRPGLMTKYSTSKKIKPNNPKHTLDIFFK
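Pol kappa 10 nM + cpd, 15 min RT; start w/ substrate 50 nM final; fluorescence kinetic read, 0 and 10 min. Neg ctrl: buffer, no enzyme.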
Apoferritin bind = binds horse apoferritin like a general anesthetic; P02791; apoferritin/1-aminoanthracene competitive binding, fluorescence; Potency, µM (top dose mostly 77.5 µM), without a hit: at the highest dose activity change, negative = displacement, hits mostly inhibitors; 0.074% of 350,000 active; further: on the % scale 0 is the no-effect control and ±100 the full control effect; nearly all actives have a fitted effect of over 20% in size
Target sequence (P02791 2-175 limits assumed): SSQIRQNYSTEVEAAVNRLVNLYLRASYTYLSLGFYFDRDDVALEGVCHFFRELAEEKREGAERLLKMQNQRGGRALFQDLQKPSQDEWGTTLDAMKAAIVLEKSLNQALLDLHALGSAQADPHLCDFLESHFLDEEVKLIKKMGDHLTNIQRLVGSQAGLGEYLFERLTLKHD
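10 uM apoferritin + 50% sat. 1-AMA, PBS; cpd 10 min RT; Ex380/Em535 endpoint; normalized to free probe vs complex; 4-param Hill fit; propofol titration as pos. ctrl.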
BLM helicase inh = Bloom syndrome helicase (human) inhibition. Potency, µM (highest dose often 56.1 µM), for the others: at the top dose activity change, negative = inhibition, most hits filed as inhibitors. P54132. recombinant BLM DNA unwinding, fluorescence dequenching. AID 2528. 0.2% of 350,000 active;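 further: plate controls were vehicle for no effect and no enzyme for full effect; nearly all actives have a fitted effect of over 35% in size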
POLB inh = inhibitors of human DNA polymerase beta | AID 485314 | P06746 | Potency, µM (highest dose often 114 µM), inactives show top-dose activity change, negative = inhibition, most hits filed as inhibitors | Pol beta primer extension/strand displacement, fluorescence kinetic | 1.3% of 340,000 active; further: on the % scale 0 is the no-effect control and ±100 the full control effect
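10 nM enzyme + cpd, 15 min RT; start with substrate 50 nM final; read 0 min and after 10 min RT. Corrected, normalized data; 4-parameter Hill curve fit.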
POLI inh = blocks human DNA polymerase iota activity. Q9UNA4. Pol iota fluorescent replication assay, 10 min. Potency, µM (titrated, usually from 115 µM), without a hit: at the top dose activity, negative = inhibition, usual class: inhibitors. 1% of 390,000 active. AID 588590
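Pol iota at 10 nM preincubated 15 min with compounds at room temperature; reaction started with fluorescent substrate, 50 nM final. Fluorescence read kinetically at 0 and 10 min; buffer-only wells as negative control.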
BAZ2B inh = inhibitors of human BAZ2B bromodomain. Q9UIF8. AlphaScreen BAZ2B-H3K14Ac peptide displacement. Potency, µM (highest dose often 114 µM), without a hit: at the highest dose activity change, negative = inhibition, usual class: inhibitors. 4.4% of 360,000 active. AID 504333; further: on the % scale 0 is the no-effect control and ±100 the full control effect; nearly all actives have a fitted effect of over 60% in size
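In this displacement format the biotinylated H3(5-23) peptide acetylated at Lys14 serves as ligand at 50 nM, with BAZ2B at 50 nM in PBS pH 7.4 containing 0.01% Tween-20. Donor and acceptor beads are 10 ug/mL final.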
POLH inh = inhibitors of human DNA polymerase eta; recombinant Pol eta, fluorescent DNA replication assay; Potency, µM (series often up to 114 µM), for the others: at the highest dose activity change, negative = inhibition, usual class: inhibitors; 1.2% of 390,000 active; further: on the % scale 0 is the no-effect control and ±100 the full control effect
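Fluorescent replication assay: 50 nM final substrate added after a 15 min room-temperature compound preincubation with 10 nM enzyme. Signal taken at 0 min and again at 10 min.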
Active calls of the source: *; u = inconclusive; x = not tested or not shown; [ ] = dose if it differs, or a comment. The call rests on the fitted dose curve; in most records, active means well fitted curve in the direction sought with a large enough effect; inconclusive means small, poorly fitted or top-dose-only effect, or another doubt; inactive means no such curve, though single readings can be large; an effect the other way counts as inactive or inconclusive. Potency means the concentration at half of the fitted maximal effect. An excerpt. The share of hits here may be higher or lower than overall.

Values in the order – POLB inh | Apoferritin bind | POLI inh | BAZ2B inh | G9a block | POLK inh | APEX1 inh | BLM helicase inh | POLH inh
[1] COC(=O)c1sc2ccccc2c1NC(=O)c1cccs1
 : -7% | -6% | 6% | 44%[activator] | -46%[59 µM] | -13% | 12% | -5% | -7%
[2] COc1ccc(S(=O)(=O)NCC(c2ccc3c(c2)OCO3)N2CCN(c3ccccc3)CC2)cc1 (stereo unspecified)
 : x | x | 51%[activator] | -29% | 5%[0.501 µM] | -8% | 11% | x | -11%
[3] COc1cccc(NC(=O)c2ccc(CNS(=O)(=O)c3ccc4c(c3)C(C)(C)C(=O)N4C)cc2)c1
 : -23% | 2% | -23% | u | 2%[59 µM] | -3% | x | 2% | -16%
[4] CCN(CC(=O)NC1CCS(=O)(=O)C1)S(=O)(=O)c1cccc(C(C)=O)c1 (stereo unspecified)
 : 0% | -1% | u | -20% | 9% | -16% | -2% | -4% | u
[5] CCOc1ccccc1CNc1nc2nc(C)c(CC(=O)OC)c(=O)n2[nH]1
 : 21% | 2% | u | u | -26%[59 µM] | 5% | x | 0% | -7%
[6] NC(=O)CC(NC(=O)c1cccc(Br)c1)c1ccc(NCCN2CCOCC2)c([N+](=O)[O-])c1 (stereo unspecified)
 : -24% | -13% | x | u | -43%[12.7 µM] | x | 0% | -1% | x
[7] CC(C)Cc1ccc(CN2CCCC(NC(=O)CCN3CCCCC3=O)C2)cc1 (stereo unspecified)
 : u | -14% | 2% | -5% | -9% | 1% | 32% | 1% | -9%
[8] COC(=O)N1C(=O)[C@@](CC(C)C)(c2ccccc2)N1C(=O)OC
 : 20% | -12% | x | -31% | 50µM* | x | 26% | 0% | x
[9] COc1cc(C)ccc1OCc1cc(C(=O)NCCN2CCCC(O)C2)no1 (stereo unspecified)
 : 24% | -15% | 28% | -12% | 24% | 3% | 26% | -6% | -13%
[10] COc1cc(C(=O)NCCOc2ccc(F)cc2)c(Br)c(OC)c1OC
 : 5% | -3% | -19% | 1% | -9% | -10% | 5% | 2% | -19%
[11] Cc1cc2c(cc1S(=O)(=O)N1CCN(c3ccccc3F)CC1)OCC(=O)N2
 : 16% | -9% | 19% | 1% | 92%[activator] | -6% | 36% | -5% | -20%
[12] Cc1cc2ccccc2c(=O)n1CC(=O)NC1CCCCCC1
 : u | -12% | 33%[activator] | 22% | 19% | 1% | 0% | -3% | -1%
[13] CC1=CC(C)(C)N(S(=O)(=O)c2ccc(C)cc2)c2ccc(C)cc21
 : 27% | 49%[activator] | -6% | 12% | 34%[activator] | -18% | 2% | -5% | -15%
[14] Cc1ccc(S(=O)(=O)Nc2cccc(NC(=O)CN3CCCCC3)c2)cc1
 : 1% | u | 7% | u | u | -18% | 0% | 2% | -8%
[15] COc1ccc(S(=O)(=O)N2CCN(C(=S)NCCc3ccccc3)CC2)cc1
 : 6% | 2% | -11% | -21% | -6%[12.7 µM] | -16% | -6% | -12% | -31%
[16] O=C(NC1CCCC1)C(c1cccnc1)N(Cc1ccccc1)C(=O)c1csnn1 (stereo unspecified)
 : -4% | -9% | 1% | -1% | 23% | 1% | 29% | -1% | -16%
[17] CCN(CC)S(=O)(=O)c1ccc2c(c1)nc(SC(C)C(=O)NCC1CCCO1)n2CC (stereo unspecified)
 : -21% | -9% | -11% | -18% | 79µM* | -7% | 26% | 0% | -12%
[18] Cc1c(NC(=O)COC(=O)c2ncc(Cl)c(Cl)c2Cl)c(=O)n(-c2ccccc2)n1C
 : x | x | 38%[activator] | 8% | -25% | -8% | 34% | x | -16%
[19] COc1ccc(/C=N/n2cnc3c([nH]c4ccc(F)cc43)c2=O)cc1CN1CCCC1
 : -15% | -4% | 51%[activator] | -1% | 40µM* | 10% | 9% | 8% | u
[20] C=CCNC(=O)c1ccc(CN(c2ccc(OCC)cc2)S(=O)(=O)c2ccc(C)cc2)cc1
 : 1% | 87%[activator] | 0% | -5% | 11% | -12% | -10% | -8% | -13%

The final four records of the part above lead into the next.
Values in the order – POLB inh | Apoferritin bind | POLI inh | BAZ2B inh | G9a block | POLK inh | APEX1 inh | BLM helicase inh | POLH inh
[17] CCN(CC)S(=O)(=O)c1ccc2c(c1)nc(SC(C)C(=O)NCC1CCCO1)n2CC (stereo unspecified)
 : -21% | -9% | -11% | -18% | 79µM* | -7% | 26% | 0% | -12%
[18] Cc1c(NC(=O)COC(=O)c2ncc(Cl)c(Cl)c2Cl)c(=O)n(-c2ccccc2)n1C
 : x | x | 38%[activator] | 8% | -25% | -8% | 34% | x | -16%
[19] COc1ccc(/C=N/n2cnc3c([nH]c4ccc(F)cc43)c2=O)cc1CN1CCCC1
 : -15% | -4% | 51%[activator] | -1% | 40µM* | 10% | 9% | 8% | u
[20] C=CCNC(=O)c1ccc(CN(c2ccc(OCC)cc2)S(=O)(=O)c2ccc(C)cc2)cc1
 : 1% | 87%[activator] | 0% | -5% | 11% | -12% | -10% | -8% | -13%
[21] Cc1nn(Cc2cccc(C(=O)Nc3ccn(Cc4ccccc4F)n3)c2)c(C)c1[N+](=O)[O-]
 : 1% | -9% | -2%[58.9 µM] | -34% | 27%[12.7 µM] | -5% | 5% | -7% | -8%
[22] O=C(CN1C(=O)C2CC=CCC2C1=O)OCc1cc(=O)n2cc(Br)ccc2n1 (stereo unspecified)
 : u | 0% | -20% | u | u | -13% | 0% | -7% | -4%
[23] O=C(Nc1ccc(-c2nc3ccccc3s2)c(OC(=O)c2ccccc2)c1)c1ccccc1
 : 1% | -6% | 7% | 8% | 33%[59 µM] | -18% | -1% | -5% | -15%
[24] COc1ccc(Cc2nc3c4cnn(-c5cccc(F)c5)c4ncn3n2)cc1
 : 21% | 4% | 1% | -2% | -6%[59 µM] | 5% | x | 3% | x
[25] O=C(CCN1C(=O)C2CCCCC2C1=O)Nc1ccc(Br)cc1F (stereo unspecified)
 : x | x | 20% | 4% | u | 1% | 43%[activator] | x | -14%
[26] CCc1cc(C(=O)N2CCN(c3ncccn3)CC2)sc1C
 : x | x | 10% | 11% | 7% | 9% | 0% | x | -15%
[27] CCOC(=O)c1c(C)[nH]c(CCC(=O)NCc2cc(OC)c(OC)c(OC)c2)c1C
 : -3% | 3% | 11% | 0% | -1%[59 µM] | -10%[60.1 µM] | x | -4% | -14%
[28] CCOC(=O)c1cc(CC)sc1NC(=O)COC(=O)c1cc[n+]([O-])cc1
 : -10% | -10% | 25% | -15% | 30%[12.7 µM] | -4% | 1% | -5% | -1%
[29] COc1ccccc1N1C(=O)c2cccc3cccc(c23)C1=O
 : 3% | -3% | -5% | -25% | 8% | -24% | 42% | -2% | -8%
[30] CCc1ccc(N=c2c([N+](=O)[O-])nn(-c3ccc4c(c3)OCCO4)n2O)cc1
 : -22% | u | 74%[activator] | 25µM* | 18µM* | -5% | u | -11% | -17%
[31] O=C(Nc1cccc(S(=O)(=O)N2CCCCC2)c1)C1CCCC1
 : x | x | 33%[activator] | 3% | 16%[12.7 µM] | 13% | 21% | x | -21%
[32] CCc1ccc(C(=O)Nc2cc3c(cc2Cl)OCCCO3)cc1
 : -2% | -14% | -10% | 20% | 63%[activator] | 3% | -6% | -7% | -9%
[33] O=c1c2ccccc2nc2n1-c1ccccc1CCC2
 : -15% | -9% | 17% | -9% | -5%[12.7 µM] | -17% | -1% | -6% | -8%
[34] Cc1nccc(-c2cccc(NC(=O)Nc3ccc(Cl)cc3)c2)n1
 : -24% | -1% | -7%[58.9 µM] | 4% | 23% | -5% | -4% | -2% | -11%
[35] O=C(Nc1cc(Cl)ccc1-n1cncn1)c1ccc([N+](=O)[O-])o1
 : x | x | u | -32% | 50µM* | -40% | -17% | x | u
[36] O=c1c(Cl)c2oc3ccccc3nc-2c2ccccc12
 : 8% | -4% | 46%[activator] | -29% | u | -20% | -4% | -5% | u
[37] C/C(=N/NS(=O)(=O)c1ccc(C)c(C)c1)c1ccncc1
 : 8% | -4% | 13% | -8% | -11%[0.501 µM] | 14% | -11% | -2% | -7%
[38] COC(=O)c1ccccc1NC(=S)NC(=O)c1ccccc1
 : 38% | -23% | u | u | 30%[0.501 µM] | -8% | 1% | 3% | -8%
[39] O=C(COc1ccc(F)cc1Br)NCC1COc2ccccc2O1 (stereo unspecified)
 : x | x | 42%[activator] | x | x | -6% | -13% | x | u
[40] COc1cc([N+](=O)[O-])ccc1NC(=O)CSc1nccn1C
 : 16% | -10% | u | u | -10%[59 µM] | -28% | 1% | -14% | u
[41] COc1ccccc1CNC(=O)c1ccc(Cn2c(SCc3ccccc3)nc3cccnc32)cc1
 : 5% | 16% | -17% | -27% | -37%[59 µM] | -16% | x | -3% | -9%
[42] N/C(=N\OC(=O)COc1ccc2ccccc2c1)c1ccncc1
 : -12% | u | -4% | 11% | 95%[activator] | 1% | 3% | -6% | 0%
[43] CCOC(=O)CCNCC1COc2ccccc2O1 (stereo unspecified)
 : -2% | 0% | -7% | 7% | -17%[59 µM] | -4% | -2% | 1% | -16%
[44] C=CC(=O)NC(C)(C)CCN1CCOCC1
 : 13% | -11% | 54%[activator] | -3% | 0% | -1% | 9% | -5% | -8%
[45] Cc1cccc(CNC(=O)c2ccc3nc(Cc4ccccc4F)oc3c2)n1
 : 36% | -23% | 10% | -4% | x | -16% | 0% | -2% | -5%
[46] COc1cccc(/C=C/C(=O)c2ccc3c(c2)OCO3)c1OC
 : x | x | u | 6% | -2%[12.7 µM] | 0% | -7% | x | -11%
[47] Cc1ccc(Cl)cc1N1CCN(CC(=O)Nc2ccc(CN3CCCCC3)cc2)CC1
 : -9% | 4% | 7% | -7% | 10%[59 µM] | -2% | -10% | 6% | -17%
[48] O=C1N=C(N2CCN(c3cccc4ccccc34)CC2)S/C1=C/c1cccs1
 : -15% | 6% | 17% | -5% | -29%[12.7 µM] | -5% | -2% | -3% | -6%
[49] CCn1cc(S(=O)(=O)CC(=O)Nc2ccc(C)cc2)c2ccccc21
 : 15% | -13% | 34%[activator] | 3% | -1%[2.33 µM] | -9% | 0% | -1% | 5%
[50] COc1ccccc1CC1(C)NC(=O)N(CC(=O)N2CCc3ccccc3C2)C1=O (stereo unspecified)
 : 2% | -15% | 2% | -4% | 3%[59 µM] | -23% | 3% | 0% | -7%
[51] O=C(COC(=O)Cn1cnc2ccccc2c1=O)NCCC1=CCCCC1
 : 8% | -21% | 16% | 5% | 11µM* | -25% | 0% | -2% | -13%
[52] CN1CCc2c(sc(/N=C/c3cc(C(C)(C)C)ccc3O)c2C#N)C1
 : 26% | -11% | 51%[activator] | u | u | 5% | 3% | 1% | -23%
